# CRE Fsk mod: modulators of forskolin-stimulated CRE signaling in CHO cells. 2.5% of 71,000 active. AID 662. CHO CRE-bla reporter (cAMP response element driving beta-lactamase), forskolin EC10, beta-lactamase ratio. Potency, µM (titrated, usually from 38.2 µM), without a hit: at the highest dose activity change, negative = inhibition, usual class: activators; active = well fitted activation curve with a large enough effect in the signal ratio, with a control signal flat, not every such curve was filed as active; inconclusive = small, poorly fitted or top-dose-only effect, or effect the other way, or a change in a side signal; the % refers to the signal ratio; note: potency is the fitted concentration of half-maximal effect; % of control where 0% means no effect
#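 CRE-bla CHO reporter cells treated with compound titration plus EC10 NKH 477 (water-soluble forskolin), incubated 3 h at 37 °C; CCF4 loading 2 h at room temperature, 460/530 nm emission ratio read, AC50 values derived for positive or negative modulators.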
# 15-hLO inh: blocks human 15-lipoxygenase activity; 1.4% of 74,000 active; purified 15hLO-1, xylenol orange hydroperoxide absorbance; Potency, µM (doses to about 57.1 µM), inactives show top-dose activity change, negative = inhibition, hits mostly inhibitors; AID 887; P16050; note: potency is the fitted concentration of half-maximal effect; % is set by controls: 0 for no effect and ±100 for the full control effect; nearly all actives have a fitted effect of over 55% in size
#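 Inhibition is scored from a chromogenic endpoint. After 15 min enzyme-compound contact, arachidonic acid (50 uM final) reacts 6 min with 40 nM 15hLO-1 at room temperature, then Fe-XO reagent is added for 30 min and absorbance ratio recorded.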
# BRCT PPI red: BRCT-phosphoprotein interaction inhibition (red fluorophore); P38398; AID 892; Potency, µM (titrated, usually from 76.9 µM), inactives show at the highest dose activity change, negative = inhibition, most hits filed as inhibitors; BRCT-phosphopeptide binding, red fluorescence polarization; 0.03% of 75,000 active; note: % is set by controls: 0 for no effect and ±100 for the full control effect
# Target sequence (P38398 whole entry, looked up): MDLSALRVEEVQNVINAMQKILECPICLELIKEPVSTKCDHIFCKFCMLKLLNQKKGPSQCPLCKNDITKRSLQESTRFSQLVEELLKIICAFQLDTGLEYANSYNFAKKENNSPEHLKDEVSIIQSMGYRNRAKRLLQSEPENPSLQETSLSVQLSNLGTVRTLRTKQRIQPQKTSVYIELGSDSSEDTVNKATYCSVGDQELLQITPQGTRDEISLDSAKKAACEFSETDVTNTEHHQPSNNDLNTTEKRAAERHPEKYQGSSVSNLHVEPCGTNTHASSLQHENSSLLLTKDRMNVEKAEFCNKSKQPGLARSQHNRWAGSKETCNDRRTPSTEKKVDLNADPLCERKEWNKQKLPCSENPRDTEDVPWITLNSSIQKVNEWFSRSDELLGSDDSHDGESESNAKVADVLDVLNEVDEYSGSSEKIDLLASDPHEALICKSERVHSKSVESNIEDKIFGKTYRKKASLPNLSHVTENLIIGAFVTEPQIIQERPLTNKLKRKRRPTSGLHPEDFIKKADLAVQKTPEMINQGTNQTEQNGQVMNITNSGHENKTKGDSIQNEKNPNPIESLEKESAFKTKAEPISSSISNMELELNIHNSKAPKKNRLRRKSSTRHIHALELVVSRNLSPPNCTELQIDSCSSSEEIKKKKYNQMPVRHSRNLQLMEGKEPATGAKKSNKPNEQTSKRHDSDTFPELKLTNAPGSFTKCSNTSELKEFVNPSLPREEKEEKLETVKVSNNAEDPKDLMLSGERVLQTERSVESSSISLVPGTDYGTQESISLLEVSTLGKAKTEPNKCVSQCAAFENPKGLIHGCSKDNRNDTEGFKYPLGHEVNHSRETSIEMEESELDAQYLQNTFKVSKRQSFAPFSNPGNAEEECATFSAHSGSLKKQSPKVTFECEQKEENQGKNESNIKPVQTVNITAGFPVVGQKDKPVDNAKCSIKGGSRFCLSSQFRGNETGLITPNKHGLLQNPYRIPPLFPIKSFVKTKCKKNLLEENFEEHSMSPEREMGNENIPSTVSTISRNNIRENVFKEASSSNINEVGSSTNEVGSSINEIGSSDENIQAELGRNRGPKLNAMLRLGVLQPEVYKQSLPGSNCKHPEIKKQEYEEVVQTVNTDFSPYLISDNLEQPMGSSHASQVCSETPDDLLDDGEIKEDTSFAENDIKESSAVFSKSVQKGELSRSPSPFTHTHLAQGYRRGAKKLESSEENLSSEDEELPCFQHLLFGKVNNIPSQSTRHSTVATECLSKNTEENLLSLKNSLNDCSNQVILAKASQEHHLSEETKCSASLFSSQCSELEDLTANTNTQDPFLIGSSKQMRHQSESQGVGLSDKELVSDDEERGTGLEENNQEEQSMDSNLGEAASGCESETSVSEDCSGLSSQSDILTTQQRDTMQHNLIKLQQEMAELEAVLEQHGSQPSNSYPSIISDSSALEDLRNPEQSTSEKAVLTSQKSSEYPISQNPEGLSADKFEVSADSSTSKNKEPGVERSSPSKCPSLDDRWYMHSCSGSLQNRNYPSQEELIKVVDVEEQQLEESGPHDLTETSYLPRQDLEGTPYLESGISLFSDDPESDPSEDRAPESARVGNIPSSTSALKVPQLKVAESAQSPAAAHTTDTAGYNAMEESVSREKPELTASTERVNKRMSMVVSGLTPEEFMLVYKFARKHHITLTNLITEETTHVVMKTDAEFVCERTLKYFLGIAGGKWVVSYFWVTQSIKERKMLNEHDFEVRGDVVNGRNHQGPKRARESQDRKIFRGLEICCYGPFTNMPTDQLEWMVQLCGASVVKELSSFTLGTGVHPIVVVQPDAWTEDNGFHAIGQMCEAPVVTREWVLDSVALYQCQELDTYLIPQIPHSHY
#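 Rhodamine-labelled pBACH1 10-mer (100 nM) bound to BRCT domain (100 nM) at pH 7.3; compounds incubated 12 min room temperature, polarization read. Free peptide defines full inhibition; unlabelled decapeptide titrated as control.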
# Hsp90 Hop PPI: changes Hsp90-Hop TPR2A binding signal, up or down. AlphaScreen TPR2A-His6 binding biotin-Hsp90 C-terminal peptide. Potency, µM (highest dose often 57 µM), for inactives: at the highest dose activity change, negative = inhibition. 0.44% of 71,000 active. AID 595; active = well fitted curve in either direction with a large enough effect; inconclusive = small, poorly fitted or top-dose-only effect, or another doubt; note: potency is the fitted concentration of half-maximal effect; % is set by controls: 0 for no effect and ±100 for the full control effect; many of its hits are not listed in these tables
# DNA Pol III inh: inhibitors of bacterial DNA polymerase III holoenzyme | reconstituted DNA polymerase III holoenzyme replication, biochemical | Potency, µM (highest dose often 57.1 µM), without a hit: top-dose activity change, negative = inhibition | 0.25% of 71,000 active; note: potency is the fitted concentration of half-maximal effect; % is set by controls: 0 for no effect and ±100 for the full control effect
#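 Reconstituted *E. coli* holoenzyme (0.35 nM Pol III, 1 nM beta, 154 nM SSB, 2 nM primase) was preincubated with compound for 15 min at RT. Synthesis on 1.4 nM ssM13Gori ran 35 min, then was stopped with PicoGreen/EDTA and read as dsDNA fluorescence.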
# UbGFP stabilizer: ubiquitin-GFP accumulation via proteasome inhibition. Ubiquitin-GFP reporter cells, proteasome inhibition, GFP fluorescence; response scale: untreated = 0%, 10 µM MG-132 = 100%. Potency, µM (highest dose often 45.9 µM), inactives show at the top dose activation (GFP accumulation), actives largely listed as activators. 67,000 tested, under 10 active. AID 526; active = well fitted activation curve with a large enough effect, not every such curve was filed as active; inconclusive = small, poorly fitted or top-dose-only effect, or another doubt; inactive = no such curve, though single readings can be large or run the other way; note: potency is the fitted concentration of half-maximal effect
#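 U2OS cells expressing ubiquitin(G76V)-GFP, seeded overnight in 0.5% FBS medium, then treated 4 hr at 37 C across 46 uM to 2.9 nM. GFP-positive cells counted by laser cytometry (488 ex/515 em); %activity scaled between basal and 10 uM MG-132.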
# BRCT inh green: inhibitors of human BRCA1 BRCT-phosphoprotein interaction (green fluorophore); P38398; BRCA1 BRCT-phosphopeptide binding, green fluorescence polarization; Potency, µM (top dose mostly 76.9 µM), for the others: top-dose activity change, negative = inhibition, most hits filed as inhibitors; 0.05% of 75,000 active; AID 875;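 note: potency is the fitted concentration of half-maximal effect; plate controls were peptide without protein for full effect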
#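 Compounds were incubated for 12 min at room temperature with a complex of 100 nM fluorescein-tagged pBACH1 decapeptide and 250 nM His-tagged BRCT protein. Buffer was phosphate pH 7.3 with EDTA, DTT and Tween 20. Disruption of binding lowers the polarization signal.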
# 4MU fluor: compound fluoresces in the 4-MU spectral region | 11% of 59,000 active | compound autofluorescence, 340/450 nm, 4-MU equivalents; stronger effect = higher value | max dye-equivalent concentration, M; in the data active = max dye-equivalent concentration above about 10 nM; inconclusive = mostly about 1.1 nM to 9.6 nM
#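 Intrinsic fluorescence at 340/450 nm (ex/em) was read after 15 min at room temperature in pH 8.0, 100 mM Tris. Each compound concentration expressed as 4-MU-equivalent concentration from a six-point 4-MU standard series on each plate.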
# HBB splice mod: alters splicing of the hemoglobin beta chain | HBB splicing reporter cell assay, activation; EGFP reporter with mutant IVS2-654 intron; response scale: normalised to 500 nM splice-correcting PNA | Potency, µM (top dose mostly 46.1 µM), for the others: top-dose activation, usual class: activators | 0.06% of 65,000 active | AID 925; note: potency is the fitted concentration of half-maximal effect; 0% is about no effect
#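 Compounds were applied for 2 days to HeLa EGFP-654 cells, 500/well in Optimem with 2% FCS. The reporter's EGFP is disrupted by mis-splicing of beta-globin intron IVS2-654. Readout: summed well GFP fluorescence from 488 nm laser scanning; reference was 500 nM antisense […] 654 PNA.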
# A350 autofl: compounds fluorescent in Alexa 350 spectral region. Compound autofluorescence, 340/450 nm, Alexa 350 dye-equivalents; stronger effect = higher value. 11% of 59,000 active. max dye-equivalent concentration, M; in the data active = max dye-equivalent concentration above about 10 nM; inconclusive = mostly about 1.1 nM to 9.6 nM
# Epigenetic mod: epigenetic GFP locus derepression in mouse cells. Potency, µM (top dose mostly 46.1 µM), inactives show at the top dose GFP derepression (activation). mouse C127i GFP locus derepression, cytometry, 30 h. AID 597. 0.09% of 68,000 active; note: % of control where 0% means no effect
#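 Murine C127i mammary cells carrying a silenced, stably integrated CMV-driven GFP reporter were treated with compound for 30 hours at 37 C. After PBS washes, GFP-positive cells were counted by laser-scanning microplate cytometry.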
# Numbers without * were called inactive; i = inactive; ? = inconclusive; · = not tested or not shown; [ ] = dose if it differs, or a comment. Unless noted, calls come from the whole dose curve; as a rule, active = well fitted curve in the direction sought with a large enough effect; inconclusive = small, poorly fitted or top-dose-only effect, or another doubt; inactive = no such curve, though single readings can be large; an effect the other way counts as inactive or inconclusive.
SMILES,CRE Fsk mod,15-hLO inh,BRCT PPI red,Hsp90 Hop PPI,DNA Pol III inh,UbGFP stabilizer,BRCT inh green,4MU fluor,HBB splice mod,A350 autofl,Epigenetic mod
COc1ccc(-c2c(C)nn3c(N4CCN(Cc5ccccc5)CC4)cc(C)nc23)cc1OC,-2%,5%,-1.9%,-3%,0%,-2%,-0.8%,·,-0.4%,·,9%
O=C(c1ccc2c(=O)n(Cc3ccc4c(c3)OCO4)c(=S)[nH]c2c1)N1CCCCC1,-7%,8%,-1.4%,-2%,-9%,·,-1.9%,?,0.2%[0.369 µM],1e-08M*,-4%
CN(C)S(=O)(=O)c1ccc(C(=O)Nc2ccc(Cl)cc2)cc1,3%,-3%,-2.0%,1%,-5%,0%,-4.4%,·,0.8%,·,·
CCCS(=O)(=O)NCCc1cc2ccc(OC)cc2[nH]c1=O,6%,2%,0.2%,-4%,6%,-3%,2.2%,·,-0.9%,·,·
CCC(CC)C(=O)NCc1ccccc1OC,5%,-5%,-0.8%,-3%,2%,17%,-0.8%,·,-1.3%[9.22 µM],·,6%
Nc1[nH]c(=S)[nH]c(=O)c1N=Nc1c(Br)cc(S(N)(=O)=O)cc1Br,9%[7.6 µM],2%[11.4 µM],-0.1%[15.4 µM],0%[11 µM],-9%[11.4 µM],0%[9.17 µM],-0.2%[15.4 µM],i,1.4%[9.22 µM],i,-2%[9.22 µM]
CCOC(=O)c1sc2ncn(/N=C/N(C)C)c(=O)c2c1C,18%,5%,-0.9%,-2%,-2%,0%,-1.9%,·,-1.3%,·,-1%
COc1ccc(C(=O)N2CCC3(CC2)CN(Cc2ccc(C#N)cc2)C3)cc1,-17%,9%,1.1%,-4%,1%,-4%,-4.3%,i,4.4%,i,-4%[9.22 µM]
Cn1c(=O)n(C)c2cc(S(=O)(=O)NCc3ccco3)ccc21,12%,7%,-1.4%,-2%,-1%,5%,-2.3%,i,-0.4%,i,-1%
COCCn1c(Cc2ccccc2)nnc1SCC(=O)Nc1cc(C)on1,-3%,8%,0.2%,2%,-2%,-1%,-2.0%,i,·,i,-1%
Cn1c(SCC(=O)Nc2nccs2)nnc1-c1ccncc1,-5%,-10%,-0.7%,-1%,-1%,-14%,-6.5%,i,-2.2%,i,-1%
CC(C)(C)c1ccc(-c2nnc3sc(-c4ccncc4)nn23)cc1,?,-8%,-1.0%,0%,-7%,-6%,-0.6%,i,-0.3%,i,0%
CCCn1c(SCC(=O)Nc2nc(C)cs2)nnc1-c1cccnc1,0%,10%,-0.2%,-1%,-4%,-1%,-2.0%,i,-4.4%,?,-1%
COc1cc(NCC[C@@H]2CCCCN2)c2ncccc2c1,20%[7.6 µM],14%[11.4 µM],-1.8%[15.4 µM],-8%[11 µM],-15%[11.4 µM],-1%[9.17 µM],-0.2%[15.4 µM],?,0.4%[9.22 µM],1.1e-08M*,-3%[9.22 µM]
O=C(Nc1ccccc1)c1ccc(S(=O)(=O)N2CCCCC2)cc1,-2%,-5%,0.1%,6%,-4%,9%,0.8%,·,0.2%,·,·
COc1ccc2c(c1)c(CC(=O)O)c(C)n2Cc1ccc(Cl)cc1,-8%,-29%,-3.1%,-12%,-5%,-7%,-1.2%,i,2.1%,i,-1%
CC(=O)N(CC(O)CN(C(C)=O)c1c(I)c(C(=O)NC[C@@H](O)CO)c(I)c(C(=O)NC[C@@H](O)CO)c1I)c1c(I)c(C(=O)NC[C@@H](O)CO)c(I)c(C(=O)NC[C@@H](O)CO)c1I,-4%[17.1 µM],7%[25.6 µM],-0.5%[34.4 µM],-3%[26 µM],-3%[25.6 µM],6%[20.5 µM],-0.2%[34.4 µM],i,1.8%[20.6 µM],i,-2%[20.6 µM]
CCc1ccc2[nH]c(=O)c(C(c3nnnn3CCOC)N3CCN(c4ccccc4)CC3)cc2c1 (configuration not stated),?,?,-4.1%,-7%,-2%,1%,0.9%,4e-08M*,-5.4%,4.8e-08M*,-1%
Brc1ccc2ncnc(Nc3ccc(N4CCOCC4)cc3)c2c1,0%,-4%,-0.6%,-29%,-7%,?,-3.3%,·,0.5%,·,0%
COc1cc2c(cc1OC)C(c1cccc(OC)c1OC)CC(=O)N2 (configuration not stated),16%,-28%,-2.3%,-5%,-2%,-4%,-1.0%,i,5.1%,i,-1%
Cc1cc(Cl)cc(Br)c1OCCNCC(C)O (configuration not stated),-8%,-3%,0.3%,-3%,-5%,-2%,-1.4%,i,-0.8%,i,-3%
Cc1ccc(N2CC(C(=O)OCC(=O)C(C)(C)C)CC2=O)cc1 (configuration not stated),9%,6%,-0.9%,1%,-4%,0%,-1.1%,i,0.2%[57.5 µM],i,-1%
O=C(Nc1ccc(Cl)cn1)c1cc2ccccc2o1,-23%,-7%,0.0%,7%,-2%,10%,0.3%,i,-0.4%,i,4%
Cc1cc(C(=O)Nc2ccc(S(=O)(=O)Nc3nccs3)cc2)c(C)o1,?,7%,0.3%,-4%,4%,8%,0.9%,i,2.2%,i,2%
CC(=O)NCCn1c(C)cc2ccccc21,?,6%,-1.4%,-4%,-7%,-5%,-1.6%,·,-0.7%,·,·
CCCCNC(=O)NCC(=O)Nc1ccc(F)c(F)c1,-12%,8%,1.1%,-1%,-6%,1%,-2.2%,i,-0.1%[57.5 µM],i,1%
CNc1oc(C)nc1S(=O)(=O)c1ccccc1,3%,-9%,-1.1%,-3%,-1%,-3%,-0.5%,·,-2.1%,·,5%
CC(=O)NC(Cc1c[nH]c2ccccc12)C(=O)OCC(=O)Nc1cc(C)on1 (configuration not stated),?,8%,0.6%,1%,6%,-6%,-3.4%,i,-3.1%,i,0%
O=C(Nc1ccccc1)N1CC[C@@]2(CCCN(C(=O)c3ccncc3)C2)C1,3%,-12%,-2.9%,-3%,-8%,1%,-0.4%,i,3.8%,i,0%[9.22 µM]
CCCCOc1cc(C)nc(NCc2ccccc2)n1,?,-1%,-0.1%,18%,-13%,20%,-0.9%,i,1.7%,i,-6%

# Printed as active in 4MU fluor, of those listed so far:
compound | CRE Fsk mod | 15-hLO inh | BRCT PPI red | Hsp90 Hop PPI | DNA Pol III inh | BRCT inh green | 4MU fluor | A350 autofl | Epigenetic mod
CCc1ccc2[nH]c(=O)c(C(c3nnnn3CCOC)N3CCN(c4ccccc4)CC3)cc2c1 (configuration not stated) | ? | ? | -4.1% | -7% | -2% | 0.9% | 4e-08M* | 4.8e-08M* | -1%

# Other compounds
SMILES,CRE Fsk mod,15-hLO inh,BRCT PPI red,Hsp90 Hop PPI,DNA Pol III inh,UbGFP stabilizer,BRCT inh green,4MU fluor,HBB splice mod,A350 autofl,Epigenetic mod
CN(C)S(=O)(=O)Nc1ccc(C(=O)O)cc1,-3%,3%,0.0%,1%,-7%,-9%,-4.0%,i,0.3%[57.5 µM],i,4%
CCCS(=O)(=O)N1CCN(C(=O)c2cccc(OC)c2)CC1,-1%,4%,-0.3%,-4%,0%,-16%,-2.0%,·,-1.9%,·,-2%
O=C(CCCCCN1C(=O)C2C3C=CC(C3)C2C1=O)Nc1nccs1 (configuration not stated),-2%,1%,0.8%,-5%[2.3 µM],-1%,6%,-1.7%,·,-1.3%,·,·
O=C(C1CCCN(S(=O)(=O)c2cccs2)C1)N1CCN(C2CCCCC2)CC1 (configuration not stated),18%,-10%,1.8%,1%,-7%,13%,1.0%,i,2.0%,i,0%
NC(=O)c1ccc(-c2ccc(Br)cc2)o1,?,-8%,0.5%,-5%,-6%,-7%,-0.4%,i,0.0%[57.5 µM],?,0%
O=C(NCCN1CCOCC1)c1ccc2c(c1)N(Cc1ccccc1F)C(=O)CS2,-3%,-5%,4.2%,7%,-19%,2%,0.6%,i,-1.9%,?,2%
O=C(c1cc2cc(Cl)ccc2oc1=O)N1CCCC1,6%,5%,0.6%,1%,-1%,4%,-0.9%,?,0.9%,?,8%
Cc1ccc2occ(C(c3nnnn3Cc3ccccc3)N3CCOCC3)c(=O)c2c1 (configuration not stated),-1%,17%,-2.4%,-1%,-6%,-6%,2.8%,i,·,i,0%
Cc1cc(NCCCn2ccnc2)n2c(nc3ccccc32)c1C#N,19%,-7%,-0.6%,?,-10%,4%,17%,1.7e-06M*,·,1.4e-06M*,2%
Cc1cc(NC(=O)COC(=O)C2CCCN2C(=O)c2cccs2)no1 (configuration not stated),-6%,7%,-0.6%,-2%,3%,1%,-6.4%,i,-0.2%[57.5 µM],i,0%
CCCCCc1c(C)nc(Nc2nc(C)c3cc(OC)ccc3n2)[nH]c1=O,-2%,10%,0.5%,-5%,-7%,10%,-1.3%,i,-1.9%,i,-3%
